Source: PubChem (Broad Institute)
PGC1a acetyl inh: inhibitors of PGC1a acetylation signal, primary screen, cell-based, U2OS, AlphaScreen, inhibitor mode; AlphaScreen anti-acetyl-lysine; with virally co-expressed GCN5 acetyltransferase; inhibition, % at 15.6 µM; 0.17% of 350,000 active; AID 651687, 2012;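 active = every replicate shows inhibition of at least 40%; inconclusive = mean inhibition at least 40% but some replicate below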;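 also: 0% = neutral control wells and 100% = positive control wells; some results beyond the cut were filed as inactive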
ARNT TACC3 PPI: disruptors of ARNT/TACC3 protein interaction, primary screen, biochemical, AlphaScreen, single concentration; AlphaScreen His-ARNT PAS-B/GST-TACC3 binding, luminescence; TACC3 fragment carries E629A point mutation; inhibition, % at 9.99 µM; 0.66% of 390,000 active;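 active = mean inhibition of replicates at least 50% and at least half of replicates each reaching 50%; inconclusive = half or more replicates reach 50% but mean below 50%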;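 also: 0% = complete ARNT plus TACC3 wells and 100% = ARNT alone without TACC3; many hits fall short of the cut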
Cneo AK release: Cryptococcus neoformans cell lysis inducers, primary screen, AK release luminescence, single concentration; C. neoformans lysis, adenylate kinase release luminescence, 4 h; normalised: neutral wells 0, clomiphene wells 100; lysis activity, % at 15 µM; 0.2% of 360,000 active; AID 651654, 2012;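 active = mean lysis activity across replicates of at least 80%, whatever share of replicates individually reach that level; inactive = mean lysis activity below 80%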
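Test system: log-phase Cryptococcus neoformans yeast cells. Input: 5 × 10^6 yeast cells/mL. Medium: fresh YPD growth medium. Doses: single dose. Incubation: static 4 h at 37 °C with compound, 1 h detection. Measured by: luminescent adenylate kinase detection reagent. Read-out: signal increase indicating cell lysis. Benchmarks: Clomiphene.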
PglD DTNB: C. jejuni PglD acetyltransferase inhibitors, primary screen, biochemical, DTNB colorimetric, single point. 0.098% of 360,000 active. inhibition, % at 12.5 µM. purified PglD enzyme, DTNB colorimetric CoA detection. UDP-N-acetylbacillosamine N-acetyltransferase PglD (Campylobacter jejuni); in the data active = inhibition above about 16%, passing the limit was not always enough; inconclusive = no clear call, values can overlap the other calls; also: strong numbers were not always called active
PAX8 reporter: inhibitors of PAX8-driven TPO luciferase reporter, primary screen, RMG-I cells, single concentration | SteadyGlo, 24 h | inhibition, % at 12.6 µM | 1.2% of 360,000 active | AID 652154, 2013;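 active = mean replicate inhibition at least 60% with every replicate also reaching 60%; inconclusive = only one of the two criteria is met; inactive = mean below 60% and not all replicates reaching 60%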;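 also: luciferase light reporting Pax8 driven TPO promoter activity; plate controls were median of neutral control wells for no effect and mitoxantrone controls for full effect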
LGR2 inh: inhibitors of bursicon-induced LGR2 CRE-luciferase signal, primary screen, cell-based, HEK293, CRE-luciferase reporter, bursicon stimulation | inhibition, % at 9.99 µM | AID 720647, 2013 | bursicon-stimulated, 4 h | Drosophila bursicon receptor LGR2 (rickets) | 0.35% of 380,000 active;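 active = drop in luminescence signal, shown as inhibition above about 50% in the replicate tests, limit read from the data, passing the limit was not always enough; inconclusive = probably only some replicates passing the limit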;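 also: agonist challenge used bursicon conditioned medium at about half maximal strength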
INS-1E GSIS act: GLuc luminescence reporter in INS-1E cells, primary screen for activators of glucose-dependent secretion of insulin | 0.61% of 370,000 active | INS-1E GLuc reporter insulin secretion, 2-3 h | activation, % at 16.6 µM | AID 743287, 2014;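 active = lowest replicate activation of at least 40%, so every replicate reaches that level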;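 also: 0% = median of neutral control wells and 100% = median of IBMX positive control wells; some compounds called inactive have numbers as strong as hits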
Statin myotox sup: suppressors of statin myotoxicity in C2C12 myotubes, primary screen, cell-based, single point, plate reader; C2C12 myotubes + simvastatin, ATP luminescence, 48 h; scaled: DMSO 0, geranylgeraniol control 100; rescue of ATP level, % at 7.49 µM; 0.78% of 330,000 active; AID 602340, 2012;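 active = mean ATP rescue above about 67%, or every replicate alone reaching that limit, limit read from the data, passing the limit was not always enough; inconclusive = no clear call, values can overlap the other calls; inactive = mean under the limit and some replicate under it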;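 also: myotubes were challenged with 10 µM simvastatin during compound exposure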
The depositor's hits bear a star; ? = inconclusive; . = no result given.

1. COCC(=O)N1[C@H](CO)[C@@H](c2ccc(-c3cccc(F)c3)cc2)[C@@H]1C#N
2. Cc1ccc(-n2nc3c(=O)n(CCCC(=O)NCc4ccc(F)cc4)nc(C)c3c2C)cc1
3. NC(=O)CSCc1c(Cl)cccc1Cl
4. Cc1cccc(NC(=O)CN(C)S(=O)(=O)c2cnc[nH]2)c1
5. C[C@@H]1CCCCO[C@@H](CN(C)Cc2ccccc2)[C@@H](C)CN([C@H](C)CO)C(=O)c2cc(NS(=O)(=O)c3ccccc3)ccc2O1
6. CCOC(=O)C1=C(NC(=S)NC(=O)c2ccccc2)c2ccccc2CC1(C)CC (configuration not stated)

entry no.	1	2	3	4	5	6
PGC1a acetyl inh	8	.	-6	2	-5	-10
ARNT TACC3 PPI	-2	-1	-2	-1	3	.
Cneo AK release	0	-2	-5	1	1	9
PglD DTNB	1	-1	-2	2	0	-4
PAX8 reporter	-32	44	.	.	-25	12
LGR2 inh	-6	8	24	.	-6	-2
INS-1E GSIS act	1	-40	48	.	1	-21
Statin myotox sup	-1	-3	10	6	.	23

7. Cc1cc2c(cc(C(=O)O)n2C)s1
8. O=C(CSc1nc2ncc(Br)cc2[nH]1)Nc1ccccc1-c1ccccc1
9. CCn1cc(C(=O)NCC(OC)OC)c(=O)c2cc(S(=O)(=O)N(C)C3CCCCC3)ccc21
10. CC(C)c1csc(CN2CCC(CO)(Cc3ccccc3)CC2)n1
11. c1ccc(CCc2nc(-c3cccnc3)no2)cc1
12. O=C(CN1C(=O)c2ccccc2C1=O)OCC(=O)c1ccccc1

entry no.	7	8	9	10	11	12
PGC1a acetyl inh	-12	-15	-6	-5	9	-8
ARNT TACC3 PPI	-6	-2	3	.	-1	-2
Cneo AK release	0	1	0	.	8	2
PglD DTNB	2	-5	-3	.	-4	-1
PAX8 reporter	.	8	5	-7	.	-2
LGR2 inh	.	-14	10	15	.	23
INS-1E GSIS act	.	-49	-29	-4	.	23
Statin myotox sup	.	4	-9	.	-5	-5

13. Cc1ccccc1C(=O)N1CCN(c2ccc(NC(=S)NC(=O)c3ccco3)cc2)CC1
14. C[C@@H]1CCCCO[C@@H](CN(C)S(=O)(=O)c2ccc(F)cc2)[C@@H](C)CN([C@@H](C)CO)C(=O)c2cc(NC(=O)Nc3cccc4ccccc34)ccc2O1
15. c1coc(CSSCc2ccco2)c1
16. O=C1NC(=O)C2C3c4ccccc4C(c4ccccc43)C12 (configuration not stated)
17. Cc1ccc(C(=O)Nc2ccc3cn[nH]c3c2)cc1S(=O)(=O)N1CCCCC1
18. COCCCn1c(N)c(-c2nc3ccccc3n2C)c2nc3ccccc3nc21

entry no.	13	14	15	16	17	18
PGC1a acetyl inh	20	2	.	3	-27	-15
ARNT TACC3 PPI	11	1	2	5	1	-6
Cneo AK release	-2	-2	-1	5	-3	3
PglD DTNB	2	-3	4	-1	-6	-1
PAX8 reporter	12	-3	-4	.	.	.
LGR2 inh	15	2	5	.	-42	.
INS-1E GSIS act	-2	16	-32	.	14	.
Statin myotox sup	-6	37	9	12	?	.

19. Nc1nnc(SCC(=O)N2CCc3ccccc3C2)s1
20. COc1ccc(NC(=O)COC(=O)C2CCC2)cc1Cl
21. Cc1ccccc1-c1cnc2c(c1)C(=O)N([C@@H](C)CO)C[C@H](C)[C@H](CN(C)C(=O)c1ccncc1)O2
22. C[C@@H]1CN([C@@H](C)CO)C(=O)Cc2cc(NS(=O)(=O)c3cccs3)ccc2O[C@H]1CN(C)C(=O)Nc1ccc(F)cc1
23. C#CCOCCOCCOCCNc1nc(N2CCN(C(=O)Cn3cc(CC(C)O)nn3)CC2)nc(N2CCN(C(=O)[C@H]([C@@H](C)CC)n3cc(CCCN=C(N)N)nn3)CC2)n1 (some centres not stated)
24. CC1CCN(C(=O)c2cc(-c3ccc4c(c3)OCO4)on2)CC1

entry no.	19	20	21	22	23	24
PGC1a acetyl inh	2	.	6	-4	.	.
ARNT TACC3 PPI	-4	-20	0	3	-2	-4
Cneo AK release	1	1	-1	1	-1	-4
PglD DTNB	2	0	-1	-1	10	-1
PAX8 reporter	4	0	.	8	-17	-51
LGR2 inh	2	8	3	1	-11	-16
INS-1E GSIS act	2	1	-3	-4	.	19
Statin myotox sup	-2	0	18	-6	-7	16

25. C[C@H](CO)N1C[C@H](C)[C@H](CN(C)S(C)(=O)=O)Oc2ccc(NC(=O)Nc3ccc4c(c3)OCO4)cc2CC1=O
26. Cc1ccc(NC(=O)CC2(CC(=O)O)CCCC2)c(C)c1
27. CCCNC(=O)Nc1ccc2c(c1)OC[C@H](C)N(Cc1ccccc1)C[C@@H](C)[C@H](OC)CN(C)C2=O
28. COc1cc(Nc2nc3ccc(Cl)cc3n3cnnc23)cc(OC)c1OC
29. Cc1ccc(S(=O)(=O)N2CCN(Cc3cc(C(C)(C)C)ccc3O)CC2)cc1
30. COc1ccc(C(C(=O)Nc2ccc(C(C)C)cc2)N(Cc2ccco2)C(=O)CC2NC(=O)NC2=O)cc1 (configuration not stated)

entry no.	25	26	27	28	29	30
PGC1a acetyl inh	2	6	-10	.	-3	7
ARNT TACC3 PPI	-26	-8	2	3	0	2
Cneo AK release	2	0	-1	-1	-1	.
PglD DTNB	-3	-1	-1	5	-5	.
PAX8 reporter	-16	-4	.	20	23	5
LGR2 inh	-19	-4	7	1	-6	10
INS-1E GSIS act	3	17	-26	20	-3	-39
Statin myotox sup	-21	-10	22	-8	4	.

31. CC(C)NC(=O)Nc1cccc2c1O[C@@H](CN(C)C(=O)NC1CCCCC1)[C@@H](C)CN([C@H](C)CO)C2=O
32. OC(CNCc1ccc(-c2ccccc2)cc1)c1ccccc1 (configuration not stated)
33. O=C(COC(=O)/C=C/c1ccc(Cl)c(Cl)c1)NC1CCS(=O)(=O)C1 (configuration not stated)
34. COc1ccc(OC)c(CCNC(=O)Cn2cccc2C(=O)c2ccccc2)c1
35. CCOc1ccc(OCCC(=O)Nc2ccc3c(c2)OCO3)cc1
36. Cc1cccc(N2CCN(C(=O)C34CC5CC(CC(C5)C3)C4)CC2)c1C

entry no.	31	32	33	34	35	36
PGC1a acetyl inh	-2	7	-3	4	0	5
ARNT TACC3 PPI	24	-4	-8	3	1	-2
Cneo AK release	-13	.	2	-3	1	0
PglD DTNB	2	.	-2	-4	5	-5
PAX8 reporter	-37	28	3	1	7	12
LGR2 inh	-14	-5	13	-2	-19	.
INS-1E GSIS act	22	-34	.	21	-1	.
Statin myotox sup	-7	-2	-18	13	6	18

37. Cc1nnc(SCC(=O)Nc2ccc(N3CCN(S(C)(=O)=O)CC3)cc2)o1
38. CC1CCCN1c1ccnc2cc(Cl)ccc12 (configuration not stated)
39. CC1CCN(S(=O)(=O)c2cccc(C(=O)O)c2)CC1
40. NC(=O)CNC(=O)c1ccc(Cl)cc1
41. Cc1ccc(S(=O)(=O)N[C@@H]2CC[C@@H](CCn3cc(C4CC4)nn3)O[C@H]2CO)cc1
42. O=C(c1ccc2c(c1)OCO2)N1CCCCN2[C@H](CO)[C@H](c3ccc(-c4ccccc4)cc3)[C@H]2C1

entry no.	37	38	39	40	41	42
PGC1a acetyl inh	-15	3	3	9	2	-8
ARNT TACC3 PPI	1	.	25	-2	-13	4
Cneo AK release	0	-1	0	.	-6	4
PglD DTNB	2	5	0	.	2	-4
PAX8 reporter	-9	29	.	7	14	12
LGR2 inh	3	-1	.	10	3	5
INS-1E GSIS act	15	.	.	4	14	-25
Statin myotox sup	5	-13	-5	.	2	.

43. CCCn1nnnc1NC(=O)c1ccc2ccccc2c1
44. COc1nc(NC(C)(C)C)nc(Oc2ccc(=O)n(C)n2)n1
45. CCOC(=O)c1c(N)sc2c1CCS(=O)(=O)C2
46. CC(C)COC(=O)N1CC(O)CC1C(=O)O (configuration not stated)
47. CCOC(=O)c1cc(C(=O)OCC)c2cc(Br)ccc2n1
48. Cc1ccsc1/C=N\NC(=O)CCc1c(C)n[nH]c1C

entry no.	43	44	45	46	47	48
PGC1a acetyl inh	.	-5	10	-5	19	3
ARNT TACC3 PPI	28	-1	3	-4	-1	-14
Cneo AK release	.	2	-1	-3	-1	.
PglD DTNB	.	-6	-2	4	-2	.
PAX8 reporter	-2	-4	.	.	.	10
LGR2 inh	3	.	.	.	.	5
INS-1E GSIS act	6	.	25	.	-7	0
Statin myotox sup	.	-10	1	1	-27	.

Profiles, looked up by structure. Order of screens: PGC1a acetyl inh | ARNT TACC3 PPI | Cneo AK release | PglD DTNB | PAX8 reporter | LGR2 inh | INS-1E GSIS act | Statin myotox sup
CCn1cc(C(=O)NCC(OC)OC)c(=O)c2cc(S(=O)(=O)N(C)C3CCCCC3)ccc21 in the list: -6 | 3 | 0 | -3 | 5 | 10 | -29 | -9
COc1ccc(OC)c(CCNC(=O)Cn2cccc2C(=O)c2ccccc2)c1 in the list: 4 | 3 | -3 | -4 | 1 | -2 | 21 | 13
CCOc1ccc(OCCC(=O)Nc2ccc3c(c2)OCO3)cc1 in the list: 0 | 1 | 1 | 5 | 7 | -19 | -1 | 6

(next part)
49. Cn1c(=O)c2c(nc(CN3CCC(C(N)=O)CC3)n2CCc2ccccc2)n(C)c1=O
50. FC(F)(F)c1cc(NCc2cccs2)n2ncnc2n1
51. COc1ccccc1C1CN(c2ccccc2)N=C1c1cccs1 (configuration not stated)
52. CCOc1ccc(CCN2CN(CC)CNC2=S)cc1OCC
53. Nc1nc2c(ncn2[C@@H]2O[C@H](CNCc3ccccc3)[C@@H](O)[C@H]2O)c(=O)[nH]1
54. Cc1ccccc1NC(=O)C1CCC(C)(C(=O)O)C1(C)C (configuration not stated)

entry no.	49	50	51	52	53	54
PGC1a acetyl inh	.	12	1	.	2	-4
ARNT TACC3 PPI	-8	-6	-48	-4	.	-6
Cneo AK release	0	1	1	.	2	2
PglD DTNB	-1	-1	6	.	9	-7
PAX8 reporter	.	.	.	-2	8	.
LGR2 inh	.	-1	-38	9	.	.
INS-1E GSIS act	.	8	8	-31	.	.
Statin myotox sup	2	-4	17	.	-4	3

55. Nc1ncnc(N)c1N=Nc1ccccc1
56. CCc1nc2ccc(C(=O)Nc3cc(-c4ccccc4)ccc3OC)cn2c1N(C=O)CCC(C)C
57. O=C(c1ccc(F)cc1)N1CC(=O)N2[C@@H](CO)[C@@H](c3ccc(C#CCC4CCCC4)cc3)[C@@H]2C1
58. CC(=C/c1ccccc1)/C=N/NC(=O)c1cnccn1
59. CCCC1NC(=O)c2cccnc2-n2c1nc1ccc(OC)cc1c2=O (configuration not stated)
60. C[C@H](CO)N1C[C@H](C)[C@H](CN(C)Cc2ccc(Cl)c(Cl)c2)Oc2ccc(NS(C)(=O)=O)cc2C1=O

entry no.	55	56	57	58	59	60
PGC1a acetyl inh	6	-7	1	-2	.	-4
ARNT TACC3 PPI	0	.	.	9	.	6
Cneo AK release	-4	-3	.	-3	-2	-8
PglD DTNB	2	-1	.	1	-11	-3
PAX8 reporter	-10	17	4	-195	-9	15
LGR2 inh	14	-24	14	.	6	-4
INS-1E GSIS act	3	-18	-17	.	15	-3
Statin myotox sup	-8	9	.	-10	-1	-28
